Compound activity (PubChem)
PfM18AAP inh: PfM18AAP enzyme inhibition; AID 1822; actives 1.2% (n = 290,000); inhibition, % at 7.35 µM; recombinant PfM18AAP, H-Glu-NHMec fluorogenic cleavage;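 active = inhibition above the campaign mean inhibition over all tested compounds plus 3 SD, cut at about 28% in these data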;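 also: 0% = plate median of test compound wells and 100% = 2 mM ZnCl2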
GPR7 antagonist: antagonists of human GPR7 (neuropeptides B/W receptor 1) | inhibition, % at 4.4 µM | GPR7-expressing cells, fluorescence antagonist assay | AID 1861 | P48145 | actives 1.1% (n = 290,000); in the data active = inhibition above about 16%, passing the limit was not always enough;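 also: cells stimulated with the agonist NPW; 0% = agonist with vehicle and 100% = vehicle without agonist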
MEKK3 PB1 HTS: modulators (inhibitors or enhancers) of MEK5 binding to human MEKK3 PB1 domain | Q99759 | bead-based flow cytometry, Alexa488-MEK5 binding to MEKK3; actives lie on both sides; 0 = blocked by unlabeled MEK5, 100 = vehicle | binding response (% of control), % at 10 µM | actives 1.4% (n = 290,000) | AID 1529;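 active = binding response more than 3 SD above or below the average of its plate-row segment, actives on both sides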;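 also: Alexa488 bead fluorescence after subtracting the streptavidin-only scavenger bead signal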
Target sequence (Q99759 whole entry, looked up, the tested form may be a part): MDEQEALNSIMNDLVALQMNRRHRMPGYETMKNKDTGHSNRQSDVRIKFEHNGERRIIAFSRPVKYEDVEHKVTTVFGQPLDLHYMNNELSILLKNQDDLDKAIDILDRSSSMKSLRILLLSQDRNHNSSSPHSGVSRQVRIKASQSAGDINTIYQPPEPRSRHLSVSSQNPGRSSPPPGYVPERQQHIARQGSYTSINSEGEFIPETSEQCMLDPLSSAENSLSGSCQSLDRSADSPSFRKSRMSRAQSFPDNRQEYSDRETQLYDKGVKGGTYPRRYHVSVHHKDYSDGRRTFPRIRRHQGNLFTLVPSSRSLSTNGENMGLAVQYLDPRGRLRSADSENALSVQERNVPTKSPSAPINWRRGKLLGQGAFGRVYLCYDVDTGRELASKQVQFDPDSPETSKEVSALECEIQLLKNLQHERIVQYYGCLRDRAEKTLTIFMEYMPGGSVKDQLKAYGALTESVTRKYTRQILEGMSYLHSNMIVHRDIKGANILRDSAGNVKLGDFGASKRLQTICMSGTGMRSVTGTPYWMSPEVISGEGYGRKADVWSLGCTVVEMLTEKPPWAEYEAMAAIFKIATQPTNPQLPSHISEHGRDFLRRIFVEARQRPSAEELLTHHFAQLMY
MEKK2 WT-MEK5: raises or lowers MEK5 binding to wildtype human MEKK2 PB1 domain. bead flow cytometry, Alexa488-MEK5 binding to MEKK2 WT; actives lie on both sides. actives 1.1% (n = 290,000). binding response (% of control), % at 10 µM; in the data active = binding response below about 67% or above about 130%
PHOSPHO1 inh: inhibitors of human PHOSPHO1 phosphatase; Q8TCT1; recombinant PHOSPHO1, absorbance phosphatase assay; inhibition, % at 13.3 µM; actives 1.1% (n = 290,000); AID 1565; in the data active = inhibition above about 60%
NALP1 inh: inhibitors of NALP1 inflammasome in yeast. S. cerevisiae NALP1/ASC/caspase-1 growth, X-gal OD620, 72 h. inhibition, % at 10 µM. actives 0.61% (n = 280,000); in the data active = inhibition mostly above about 24%, no sharp cut-off; inactive = mostly below about 32%; also: some compounds called inactive have numbers as strong as hits
MEKK2 mut-MEK5: signal of MEK5 binding to mutant human MEKK2 PB1 domain; bead flow cytometry, Alexa488-MEK5 binding to MEKK2 mutant; percent response, % at 10 µM; actives 0.35% (n = 290,000); in the data active = percent response above about 24%, passing the limit was not always enough; also: inactives centre near 1; some results filed as inactive read as strong as hits; reference of the scale not given here
DNA FID counter: fluorescent intercalator displacement, NS3 helicase counter-screen | inhibition, % at 7.9 µM | actives 0.17% (n = 290,000) | DNA fluorescent intercalator displacement, fluorescence; in the data active = inhibition above about 37%;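 also: 0% = vehicle and 100% = reference compound; higher means more ethidium bromide displaced from hairpin DNA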
OXTR ag: activates the human oxytocin receptor. CHO-OTR cells, Fluo-8 calcium fluorescence; normalized: DMSO 0%, oxytocin 100%. activation, % at 3 µM. actives 0.32% (n = 320,000);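 active = activation above the mean of all tested compounds plus 3 SD, cutoff set per screening run, cut at about 20% in these data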;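 also: peak over basal fluorescence ratio from a 100 s FLIPR kinetic read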
Target sequence (P30559 whole entry, looked up): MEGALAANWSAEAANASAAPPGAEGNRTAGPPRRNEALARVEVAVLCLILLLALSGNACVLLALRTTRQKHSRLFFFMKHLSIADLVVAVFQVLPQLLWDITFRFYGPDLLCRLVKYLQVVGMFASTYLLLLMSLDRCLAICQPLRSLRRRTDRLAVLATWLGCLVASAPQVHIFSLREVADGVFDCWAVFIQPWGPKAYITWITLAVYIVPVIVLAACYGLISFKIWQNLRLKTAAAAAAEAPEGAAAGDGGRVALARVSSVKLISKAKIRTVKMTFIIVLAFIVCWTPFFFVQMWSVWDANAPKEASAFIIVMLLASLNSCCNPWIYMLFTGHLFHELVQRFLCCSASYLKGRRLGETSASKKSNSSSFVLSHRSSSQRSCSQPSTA
* = called active by the depositor; · = not tested or not shown.

# | canonical_smiles | PHOSPHO1 inh | NALP1 inh | GPR7 antagonist | PfM18AAP inh | MEKK2 mut-MEK5 | OXTR ag | MEKK3 PB1 HTS | MEKK2 WT-MEK5 | DNA FID counter
1 | CCOC(=O)c1c(CN2CCCCC2C)oc2ccc(OC)cc12 (configuration not stated) | 18 | 17 | -11 | 3 | 0 | -1.4 | 94 | 99 | 3
2 | CCn1cc(C2=NOC(C(=O)Nc3c(C)nn(Cc4ccc(F)cc4)c3C)C2)c(C)n1 (configuration not stated) | 5 | · | -4 | 5 | 4 | · | 105 | 104 | -13
3 | COc1cc(NC(=O)NCC2CCN(Cc3ccccc3C)CC2)cc(OC)c1OC | 39 | 6 | -7 | -7 | 9 | · | 106 | 108 | 5
4 | CCOC(=O)C1CCN(C(=O)CCC2CCCC2)CC1 | -6 | 13 | -2 | -15 | 6 | -1.6 | 98 | 103 | -30
5 | COCCCNC(=O)CCn1c(=O)c2ccccc2n(CC(=O)NCCc2ccc(OC)c(OC)c2)c1=O | -13 | -9 | -5 | 4 | -3 | 0.1 | 108 | 97 | -20
6 | CCN1CCN(CCOc2cccc(Cl)c2Cl)CC1 | 51 | 12 | 5 | 1 | 1 | 2.1 | 95 | 99 | 13
7 | Cc1c(NC(=O)C(C)OC(=O)CCc2ccccc2)c(=O)n(-c2ccccc2)n1C (configuration not stated) | 9 | 9 | -8 | -1 | 0 | 0.0 | 106 | 110 | -3
8 | Cc1ccc(S(=O)(=O)NC(C(=O)Oc2ccc3c(C)c(Cl)c(=O)oc3c2)c2ccccc2)cc1 (configuration not stated) | -24 | 20 | -7 | -2 | -2 | 1.1 | 94 | 94 | 3
9 | Cc1ccc2cc3c(N)c(C(=O)N4CCOCC4)sc3nc2c1 | 61* | -5 | -16 | -57 | · | 0.4 | · | · | -2
10 | CN(C)CCCNC(=S)N1CCC(c2nc3ccccc3[nH]2)CC1 | 19 | 0 | -4 | 5 | 4 | 0.5 | 107 | 116 | 5
11 | CC(=O)N1CCOc2ccc(S(=O)(=O)Nc3cccc(C)c3)cc21 | 30 | 0 | 1 | 1 | 0 | 6.5 | 97 | 99 | -19
12 | COC(=O)c1sc(SC)c2c1CC(C)(C)C/C2=N/O | -32 | 10 | -21 | 2 | -3 | -3.1 | 99 | 97 | -10
13 | CC(C)c1nnc(NC(=O)CCc2ccccc2)s1 | 20 | 13 | 7 | 0 | 8 | -0.9 | 109 | 108 | -27
14 | Cc1ccc(C)n1-c1ccc(N2CCOCC2)cc1 | 47 | · | -8 | 6 | -10 | -0.9 | 72 | 72 | -15
15 | Cc1ccc(NC(=O)C2C3C=CC4(O3)C2C(=O)N(CCN2CCOCC2)C4C(=O)NC2CCCCC2)cc1C (configuration not stated) | 10 | 12 | -6 | -9 | 2 | 1.5 | 105 | 104 | -8
16 | Cc1cccc(C)c1NC(=S)N(CCN(C)C)C(C)c1ccccn1 (configuration not stated) | -15 | 8 | -18 | -3 | 4 | 1.0 | 101 | 101 | -3
17 | COc1cc(/C=N/NS(=O)(=O)c2ccc3ccccc3c2)ccc1OCc1ccc(C(=O)O)cc1 | -10 | 8 | -1 | 1 | -9 | -0.3 | 88 | 92 | -24
18 | COc1ccccc1N1CCN(CC(O)COc2ccc(C)c(C)c2)CC1 (configuration not stated) | 3 | 16 | -1 | -1 | 2 | 1.9 | 104 | 104 | 4
19 | CCOC(=O)C1(Cc2ccccc2C)CCCN(C(=O)CCn2nccc2C)C1 (configuration not stated) | -10 | -4 | -3 | 4 | -12 | -0.1 | 95 | 90 | -28
20 | COc1ccccc1NC1=NC(c2ccc(Cl)cc2)N=C(N)N1 (configuration not stated) | 10 | 21 | -2 | 2 | 4 | 1.6 | 106 | 124 | 13
21 | Cc1ccc(S(=O)(=O)n2cnc3ccccc32)cc1[N+](=O)[O-] | 37 | 34 | -12 | -10 | 1 | -0.2 | 100 | 103 | 0
22 | COC(=O)[C@@]1(Cc2ccccc2)[C@H]2c3cc(C(=O)N4CCCC4)n(Cc4ccsc4Br)c3C[C@H]2CN1C(=O)c1ccccc1 | 1 | 35 | 46* | -3 | -5 | -0.4 | 97 | 88 | -47
23 | COc1cccc(-n2c(=O)c3sccc3n(CC(=O)NCC3CCCO3)c2=O)c1 (configuration not stated) | -14 | 13 | -8 | 0 | 10 | 0.0 | 100 | 106 | -2
24 | Cc1cccc(NC(=O)c2c(F)c(F)c(F)c(F)c2F)c1 | 19 | 14 | -9 | -7 | 7 | -1.7 | 97 | 98 | -5
25 | CCN1CCN(CCCNC(=O)c2ccc(NC(=O)C3=C(C)OCCS3)cc2)CC1 | 26 | 2 | 7 | -1 | 4 | 1.0 | 102 | 107 | 6
26 | Nc1nonc1C(=O)NCCNCc1ccccc1OCc1ccccc1F | 16 | -12 | 29* | -6 | 8 | 12 | 123* | 124 | 21
27 | C/C(Cl)=C/Cn1c(N2CCCC2)nc2c1c(=O)n(C)c(=O)n2C | -5 | -10 | -16 | 4 | 0 | -2.8 | 98 | 104 | -23
28 | O=C(Cn1nc(-c2cccc([N+](=O)[O-])c2)c2ccccc2c1=O)Nc1cccnc1 | 11 | 5 | 0 | 7 | 2 | -0.4 | 102 | 100 | 0
29 | COc1cccc(NC(=S)N2CCN(S(=O)(=O)c3ccccc3)CC2)c1 | 8 | -4 | -3 | 4 | 2 | · | 104 | 100 | -21
30 | CC(CCc1ccccc1)NC(=O)CNC(=O)c1ccccc1Br (configuration not stated) | 25 | 4 | -12 | -2 | 17 | 0.5 | 107 | 113 | -24
31 | CCOc1ccccc1NC(=O)CSc1nc2cccnc2n1C | -4 | -1 | 1 | -5 | 7 | 2.5 | 105 | 108 | -11
32 | COC(=O)c1cc(CC(=O)c2ccc(O)cc2O)c(C)o1 | 24 | 12 | -5 | 3 | 3 | 2.9 | 108 | 104 | 7
33 | O=C(CSc1nnnn1-c1ccccc1)NC1CCCc2ccccc21 (configuration not stated) | -2 | 22 | -7 | 4 | 5 | -1.2 | 97 | 82 | -8
34 | O=C1NC(=O)N(Cc2ccccc2)C1=O | 24 | 19 | -3 | -1 | 0 | 0.1 | 102 | 103 | 1
35 | COc1cc(OC)c(NS(=O)(=O)c2ccc(Cl)c(C(=O)OC(C)C(=O)N3CCCC3)c2)cc1Cl (configuration not stated) | -9 | · | -4 | 1 | -1 | 7.6 | 126 | 104 | -32
36 | Cn1c(CNC(=O)c2ccccc2)nnc1SCC(=O)Nc1nccs1 | 35 | 11 | -10 | 3 | -6 | 0.6 | 105 | 100 | -3
37 | Cc1nnc(NC(=O)CSC2CCCCC2)s1 | -14 | · | -9 | -1 | 10 | -0.3 | 108 | 110 | -7
38 | Cc1n[nH]c(=S)n1Cc1ccccc1 | 8 | · | -9 | 6 | 3 | 0.1 | 106 | 98 | -2
39 | CCOC(=O)N1CCN(C(=O)/C(=C/c2ccccc2OC)NC(=O)c2ccccc2)CC1 | -3 | 33 | -1 | 1 | 3 | 0.2 | 104 | 106 | -25
40 | C/C(=N\NC(=O)C(O)c1ccccc1)c1ccc(Cl)cc1 (configuration not stated) | 4 | 12 | -8 | -6 | 7 | -0.2 | 100 | 99 | -5

Results in MEKK2 WT-MEK5 and GPR7 antagonist, for 4 of the compounds above:
cpd	compound	MEKK2 WT-MEK5	GPR7 antagonist
22	COC(=O)[C@@]1(Cc2ccccc2)[C@H]2c3cc(C(=O)N4CCCC4)n(Cc4ccsc4Br)c3C[C@H]2CN1C(=O)c1ccccc1	88	46*
23	COc1cccc(-n2c(=O)c3sccc3n(CC(=O)NCC3CCCO3)c2=O)c1 (configuration not stated)	106	-8
24	Cc1cccc(NC(=O)c2c(F)c(F)c(F)c(F)c2F)c1	98	-9
25	CCN1CCN(CCCNC(=O)c2ccc(NC(=O)C3=C(C)OCCS3)cc2)CC1	107	7

Returning to the listing; the 2 compounds before the break are reprinted first.
# | canonical_smiles | PHOSPHO1 inh | NALP1 inh | GPR7 antagonist | PfM18AAP inh | MEKK2 mut-MEK5 | OXTR ag | MEKK3 PB1 HTS | MEKK2 WT-MEK5 | DNA FID counter
39 | CCOC(=O)N1CCN(C(=O)/C(=C/c2ccccc2OC)NC(=O)c2ccccc2)CC1 | -3 | 33 | -1 | 1 | 3 | 0.2 | 104 | 106 | -25
40 | C/C(=N\NC(=O)C(O)c1ccccc1)c1ccc(Cl)cc1 (configuration not stated) | 4 | 12 | -8 | -6 | 7 | -0.2 | 100 | 99 | -5
41 | CCC(=O)N1CCc2nc(-c3ccccc3)sc2C1 | · | 8 | 6 | 1 | 2 | 1.5 | 101 | 104 | -12
42 | CCOC(=O)C1CCCN(C(=O)Nc2ccccc2)C1 (configuration not stated) | -16 | -5 | -6 | 1 | 0 | -0.7 | 86 | 92 | -1
43 | O=C(O)c1ccc(Nc2nc3ccc(Cl)cc3[nH]2)cc1 | 41 | 29 | -1 | 0 | 3 | 0.1 | 109 | 108 | -1
44 | COc1ccccc1NS(=O)(=O)c1ccc2c(c1)NC(=O)C(C)S2 (configuration not stated) | -1 | 8 | -12 | 4 | 3 | 4.0 | 100 | 102 | -21
45 | CC1CN=C(N(C(=O)Nc2ccccc2)c2ccc(F)cc2)S1 (configuration not stated) | 9 | 0 | 0 | -3 | 6 | 0.2 | 112 | 112 | 3
46 | CC1(C)CC(=O)N(c2cccc(C(F)(F)F)c2)C(=O)C1 | 24 | -22 | -4 | -3 | -3 | -0.8 | 101 | 97 | -4
47 | COc1ccccc1C1(CCNC(C)c2cccs2)CCOC(C(C)C)C1 (configuration not stated) | 33 | -2 | 20* | -4 | 10 | 2.9 | 105 | 118 | 21
48 | COc1cc2c(cc1OC)CN(c1ncccc1[N+](=O)[O-])CC2 | -15 | -8 | -5 | 18 | 14 | -1.4 | 110 | 109 | -14
49 | O=C(NC1CCN(Cc2ccccc2)CC1)c1ccccc1OCc1ccccc1Cl | 14 | 7 | 13 | -19 | 17 | -1.4 | 103 | 115 | 14
50 | Cc1ccc(SCCC(=O)NC2CC2)cc1 | 1 | -2 | -5 | -15 | -6 | -0.9 | 103 | 98 | 0
51 | COc1ccc(/C=C/C(=O)c2ccc(OC)cc2OC)c(OC)c1 | 12 | 4 | -7 | 2 | 3 | 3.1 | 106 | 94 | -15
52 | COc1cc(Cl)ccc1S(=O)(=O)n1nc(C)cc1C | -39 | -3 | -14 | 1 | 0 | -0.8 | 95 | 95 | -6
53 | Cc1ccc(S(=O)(=O)NCC(=O)Nc2cccc([N+](=O)[O-])c2)cc1 | 34 | 4 | 2 | 2 | 0 | 0.8 | 103 | 101 | 6
